Screening data from PubChem BioAssay.
SIAE inh: human SIAE inhibitors, primary screen, biochemical, fluorescence polarization, FP-Rh probe, 1536-well HTS. Sialate O-acetylesterase (Homo sapiens), Q9HAT2. SIAE FP-Rh probe binding. inhibition, % at 9.66 µM. actives 0.69% (n = 370,000). AID 1053197, 2014;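 active = inhibition above a cutoff: mean of compounds within the control limits plus 3 SD of those, cut at about 17% in these data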;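 also: 0% = plate median of compound wells and 100% = probe without SIAE protein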
ARFGAP1 inhibitor: inhibitors of rat ARFGAP1 GAP activity, primary screen, biochemical, fluorescence polarization, GDP tracer; inhibition, % at 16.5 µM; ADP-ribosylation factor GTPase-activating protein 1 (Rattus norvegicus), Q62848; actives 0.26% (n = 360,000); Arfgap1-stimulated ARF1 GTP hydrolysis, GDP FP detection; AID 651572, 2012;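 active = inhibition above a per-plate limit, mean inhibition of low control wells plus 3 SD, cut at about 25% in these data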;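 also: 0% = DMSO wells with enzyme and 100% = wells lacking Arfgap1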
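Repeats: one replicate per compound; assay system: rat Arfgap1 catalytic domain, aa 1-136; times: enzyme reaction 120 min at 25 °C after 20 min preincubation; detection: FP of antibody-bound GDP Alexa 633 tracer, ex 620/em 688 nm; benchmarks: high control wells lacking Arfgap1, low control full reaction with DMSO; reagent: human ARF1(Δ1-17)-GTP substrate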
PLCg1 inh: PLC-gamma1 enzyme inhibitors, primary screen, biochemical, fluorescence, purified enzyme; fluorogenic substrate; actives 0.84% (n = 370,000); 1-phosphatidylinositol 4,5-bisphosphate phosphodiesterase gamma-1 (Homo sapiens), P19174; AID 720700, 2013; inhibition, % at 12.2 µM; in the data active = inhibition above about 9.5%
ADAM10 inh: human ADAM10 inhibitors, primary screen, biochemical, QFRET, HTS; inhibition, % at 7 µM; recombinant ADAM10, EDANS/DABCYL FRET peptide cleavage, 3 h; actives 0.62% (n = 370,000); Disintegrin and metalloproteinase domain-containing protein 10 (Homo sapiens), O14672;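 active = inhibition above a per-campaign cutoff equal to the mean of compounds falling between control-based bounds plus 3 SD, cut at about 20% in these data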;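 also: 0% = DMSO wells while the 100% control is not disclosed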
Target sequence (O14672 214-748 limits assumed): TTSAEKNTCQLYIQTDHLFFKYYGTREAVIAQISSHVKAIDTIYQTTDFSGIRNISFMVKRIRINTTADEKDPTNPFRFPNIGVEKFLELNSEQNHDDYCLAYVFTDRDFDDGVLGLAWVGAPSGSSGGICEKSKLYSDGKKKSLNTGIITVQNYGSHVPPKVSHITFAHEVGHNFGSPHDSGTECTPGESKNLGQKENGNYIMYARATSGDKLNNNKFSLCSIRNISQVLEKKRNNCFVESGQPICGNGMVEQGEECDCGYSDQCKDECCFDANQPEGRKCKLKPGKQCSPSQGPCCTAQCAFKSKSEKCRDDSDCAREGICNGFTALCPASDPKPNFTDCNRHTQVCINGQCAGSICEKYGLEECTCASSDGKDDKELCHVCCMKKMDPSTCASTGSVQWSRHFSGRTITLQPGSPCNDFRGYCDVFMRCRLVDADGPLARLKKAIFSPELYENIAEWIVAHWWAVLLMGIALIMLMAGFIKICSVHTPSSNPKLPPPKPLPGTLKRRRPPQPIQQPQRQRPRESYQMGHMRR
PLCb3 inh: human PLC-beta3 inhibitors, primary screen, biochemical, fluorescence; actives 0.18% (n = 370,000); Purified PLC-beta3, fluorogenic substrate; inhibition, % at 12.2 µM; 1-phosphatidylinositol 4,5-bisphosphate phosphodiesterase beta-3 (Homo sapiens), Q01970; in the data active = inhibition above about 11%;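 also: 0% = median of compound wells on plate and 100% = full blocker control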
Tn7 DDE FP: inhibitors of Tn7 peptide binding to fibrin DD(E), primary screen, biochemical, fluorescence polarization, human fibrin, Tn7 probe. Fibrinogen beta chain (Homo sapiens), P02675. FP displacement of FITC-Tn7 peptide from fibrin DD(E); 0% = median of compound wells per plate. inhibition, % at 8.3 µM. actives 0.13% (n = 370,000). AID 720508, 2013;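 active = inhibition above the mean of compounds falling within the control limits plus 3 SD of them, cut at about 14% in these data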;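 also: 0% = plate median of compound wells and 100% = 10 µM Aha-Tn7 peptide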
Target sequence (P02675 whole entry, looked up): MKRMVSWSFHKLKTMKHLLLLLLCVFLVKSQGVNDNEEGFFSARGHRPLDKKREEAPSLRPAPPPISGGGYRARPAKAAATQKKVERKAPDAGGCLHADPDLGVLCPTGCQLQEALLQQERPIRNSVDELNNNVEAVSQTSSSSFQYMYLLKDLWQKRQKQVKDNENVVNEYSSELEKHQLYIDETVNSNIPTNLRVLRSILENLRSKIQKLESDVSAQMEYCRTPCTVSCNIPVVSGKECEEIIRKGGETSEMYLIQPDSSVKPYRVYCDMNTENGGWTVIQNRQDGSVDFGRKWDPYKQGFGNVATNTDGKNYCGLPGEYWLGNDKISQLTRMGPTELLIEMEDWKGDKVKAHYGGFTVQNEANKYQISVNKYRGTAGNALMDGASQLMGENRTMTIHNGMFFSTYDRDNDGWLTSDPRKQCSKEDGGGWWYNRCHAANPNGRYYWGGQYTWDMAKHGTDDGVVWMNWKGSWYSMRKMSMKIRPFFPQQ
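system = human fibrin DD(E) protein | quantity = DD(E) 2 µM final | medium = Tris/NaCl/CaCl2 buffer, pH 7.8 | also added = labelled Tn7 tracer, 0.1 µM | compound dosing = single point at 8.3 µM | timing = compound with protein 10 min, then 3 h after probe, room temperature | signal = FP measurement | benchmarks = Aha-Tn7 high control | repeats = one replicate per compound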
DDE Tn6 FP inh: inhibitors of Tn6 peptide binding to fibrin DD(E), primary screen, biochemical, fluorescence polarization, human fibrin, Tn6 probe | Fibrin DD(E) TRITC-Tn6 fluorescence polarization displacement | AID 720509, 2013 | actives 0.21% (n = 370,000) | Fibrinogen beta chain (Homo sapiens), P02675 | inhibition, % at 8.3 µM;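 active = inhibition above a per-campaign cutoff: mean of compounds within control limits plus 3 SD, cut at about 15% in these data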;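 also: 0% = median of all compound wells on the plate and 100% = blocking peptide control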
TDP2 absorb: human TDP2 enzyme inhibitors, primary screen, biochemical, epi absorbance, recombinant enzyme; inhibition, % at 12.8 µM; actives 0.34% (n = 370,000); T5PNP hydrolysis, p-nitrophenol absorbance 415 nm; AID 720702, 2013; Tyrosyl-DNA phosphodiesterase 2 (Homo sapiens), O95551;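 active = inhibition above the mean of all tested compounds plus 3 SD, set per campaign, cut at about 25% in these data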;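 also: 0% = DMSO with enzyme and 100% = buffer with substrate but no TDP2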
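System – recombinant human TDP2 · Quantity – TDP2 enzyme at 120 nM final · Doses – single concentration, 12.8 µM nominal, with 1% DMSO · Incubation – 2 h at 37 °C · Measured by – epi absorbance of p-nitrophenol freed from T5PNP by hydrolysis · Read-out – % inhibition relative to enzyme-containing and enzyme-free wells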
ASAP1 inh: inhibitors of human ASAP1 ArfGAP activity, primary screen, biochemical, fluorescence polarization. Arf-GAP with SH3 domain, ANK repeat and PH domain-containing protein 1 (Homo sapiens), …. ASAP1-stimulated ARF1 GTP hydrolysis, GDP FP detection. inhibition, % at 16.5 µM. actives 0.19% (n = 360,000). AID 624377, 2012; in the data active = inhibition above about 25%;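 also: 0% = vehicle with enzyme and substrate and 100% = no enzyme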
ADAM17 inh: ADAM17 inhibitors, primary screen, biochemical, QFRET; Disintegrin and metalloproteinase domain-containing protein 17 (Homo sapiens), P78536; recombinant ADAM17, EDANS/DABCYL FRET peptide cleavage; inhibition, % at 6.95 µM; actives 0.83% (n = 370,000);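 active = inhibition above the mean of compounds lying between control limits plus 3 SD, set per campaign, cut at about 8.5% in these data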;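 also: 0% = DMSO-only wells as the low control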
* marks the source's active call; other numbers are inactive results; i = inactive; x = not tested or not shown. Rows were taken by chance (roughly 3.6% active in at least one column).

SMILES | SIAE inh | ARFGAP1 inhibitor | PLCg1 inh | ADAM10 inh | PLCb3 inh | Tn7 DDE FP | DDE Tn6 FP inh | TDP2 absorb | ASAP1 inh | ADAM17 inh
CCc1cc2c(NC(C(=O)O)C(C)C)ncnc2s1 (stereo not drawn) | -1 | 0 | 4 | -1 | 0 | 1 | 2 | 4 | -3 | 1
COC(=O)CNC(=O)C1CCC(CNS(=O)(=O)c2cccc3nsnc23)CC1 (stereo not drawn) | -4 | 6 | 2 | -2 | -1 | -9 | -3 | 3 | 6 | -2
O=[N+]([O-])c1ccc(O)c(C(C#Cc2ccccc2)N2CCOCC2)c1 (stereo not drawn) | -9 | -13 | -1 | 1 | -5 | 7 | 2 | -3 | -4 | -5
Cn1c(CCNC(=O)c2ccccc2)nc2cc(NC(=O)C3CCCCC3)ccc21 | 6 | -10 | 3 | 3 | 9 | -8 | 7 | 2 | -2 | -3
COc1ccccc1NC(=O)COC(=O)CCc1ccc(S(=O)(=O)N2CCOCC2)cc1 | 9 | -6 | -2 | -7 | -5 | 4 | 4 | 1 | -13 | -2
COC(=O)C1=NN(c2ccc(C)cc2)C2C(=O)N(c3ccccc3OC)C(=O)C12 (stereo not drawn) | 8 | -2 | -132 | 2 | -197 | -4 | 5 | -5 | -1 | 2
NC(=O)c1ccc(NCCc2cccs2)cc1 | 6 | 6 | -3 | 0 | -3 | -8 | -1 | 0 | 3 | 1
Cc1c(Cl)cccc1NC(=S)N(CCCN1CCOCC1)Cc1cccs1 | -6 | -1 | 0 | -5 | 1 | -3 | -3 | 1 | -2 | -4
O=C(CSc1nnc(-c2ccc(Cl)cc2)o1)N1CCOCC1 | 2 | -8 | 2 | 0 | 0 | -2 | -3 | -5 | 0 | 3
COc1cccc(OC)c1C(=O)n1nc(C)cc1C | -2 | -3 | 4 | -1 | 3 | -3 | 3 | 3 | -17 | 0
Nc1ccn(C2OC(COC(=O)C34CC5CC(CC(C5)C3)C4)C(O)C2O)c(=O)n1 (stereo not drawn) | 2 | -7 | 3 | -4 | 1 | 4 | 2 | -2 | -10 | -3
Clc1ccc(-c2nnc(CSc3nnc(-c4cccs4)o3)o2)cc1 | 9 | 0 | 9 | 6 | 4 | -2 | 1 | -2 | 12 | 0
O=C(CCN1C(=O)C2C3C=CC(C3)C2C1=O)Nc1ccc(F)cc1 (stereo not drawn) | 3 | 15 | 5 | -10 | 5 | 2 | -10 | -10 | 5 | -2
O=C(Nc1ccccc1)c1ccc(NCc2ccco2)c(S(=O)(=O)N2CCOCC2)c1 | -14 | 5 | 6 | 5 | 1 | 1 | -18 | 8 | 6 | -3
Cc1cc(C)c(S(=O)(=O)N2CCN(c3ccccn3)CC2)c(C)c1 | -8 | -2 | -1 | -1 | -4 | -3 | -4 | -7 | 9 | -2
OC[C@@H]1CN(Cc2ccccc2)C[C@H](n2cnc3c(N4CCOCC4)ncnc32)O1 | 3 | 6 | 0 | -1 | 5 | 3 | 2 | 5 | 4 | -4
CCOC(=O)C(C)Sc1snnc1C (stereo not drawn) | -1 | -2 | 2 | -2 | 4 | -3 | -1 | 3 | 6 | -3
O=C(COC(=O)/C=C/c1cccc(F)c1)Nc1ncccn1 | -1 | 2 | -6 | -14 | -18 | 2 | 0 | 5 | 3 | -10
C/C(=C/CCC(C)(O)C1CC[C@@]2(C)[C@@H]3CC=C4[C@@H](CC[C@H](O[C@H]5O[C@@H](CO)[C@H](O)[C@@H](O)[C@@H]5O)C4(C)C)[C@]3(C)C(=O)C[C@]12C)CO[C@@H]1O[C@H](CO)[C@@H](O)[C@H](O)[C@H]1O (stereo partly drawn) | 6 | 6 | 0 | -2 | 1 | 4 | 2 | 4 | 7 | 0
CCOC(=O)C1=C(C)N(C)C(C)=C(C(=O)OCC)C1c1ccc(C(=O)OC)cc1 | 3 | 6 | -8 | 9 | -19 | -1 | -4 | -2 | -8 | 1
COc1ccc(C(c2nnnn2C2CCCC2)N2CCN(c3ccccc3)CC2)cc1 (stereo not drawn) | 6 | 2 | 5 | 8 | 1 | 10 | 3 | 2 | -12 | 2
Cc1c(Cl)cccc1NC(=O)CCCn1nc([N+](=O)[O-])cc1C | -5 | 15 | -1 | -5 | -7 | 7 | -2 | 14 | 16 | -4
O=C1c2ccccc2C(=O)c2c(/C=C/N3CCCCC3)ccnc21 | 11 | -3 | -2 | -1 | 2 | -3 | 8 | 7 | -14 | -3
COCCNC(=O)C1(C)CCCN(Cc2cc(-c3ccccc3)on2)C1 (stereo not drawn) | 7 | -3 | 0 | -7 | 3 | 0 | 0 | 10 | 6 | 0
Cc1nc(SCc2nc3ccc(Br)cc3[nH]2)c2oc3ccccc3c2n1 | -54 | 3 | -7 | -3 | -9 | -8 | 5 | 3 | 5 | 0

Other results:
SMILES | SIAE inh | ARFGAP1 inhibitor | PLCg1 inh | ADAM10 inh | PLCb3 inh | Tn7 DDE FP | DDE Tn6 FP inh | TDP2 absorb | ASAP1 inh | ADAM17 inh
COc1nc(Nc2cccc(C(F)(F)F)c2)nc(OC)n1 | -14 | -11 | -1 | 6 | 0 | 3 | 14 | -15 | 0 | 1
COc1ccc(C(=O)NNC(=O)CCC(=O)Nc2ccc(C)cc2C)cc1 | 0 | 2 | 0 | -9 | -9 | 8 | 6 | -2 | 8 | -5
O=c1c2c3nc4ccccc4nc3n(CC3CCCO3)c2ncn1CCc1ccccc1 (stereo not drawn) | -5 | -7 | -8 | -90 | -13 | -13 | -2 | -5 | 6 | -23
COc1ccccc1CNC(=O)c1ccc(N2CCOCC2)c([N+](=O)[O-])c1 | 1 | 10 | -1 | -2 | -3 | 2 | -4 | 1 | -2 | -2
C=C1c2nc3ccccc3n2C=C(c2ccc(C)cc2)N1c1ccccc1 | 0 | 8 | -90 | -214 | -119 | -4 | -3 | 11 | 5 | -62
COc1ccccc1Oc1nc2c(c(=O)n(Cc3ccccc3F)c(=O)n2C)n1C | -3 | 2 | -3 | -5 | -1 | 4 | -4 | 4 | 4 | -6
Cc1nc2ccc(N)nc2nc1C | 2 | 12 | i | i | i | 5 | -10 | -2 | -5 | i
O=C(CSc1nc(-c2ccco2)cc(C(F)(F)F)n1)NCCCN1CCOCC1 | -6 | 1 | -3 | -35 | -9 | 4 | -6 | -23 | 2 | -7
COc1ccc(/C=C/C(=O)OCC(=O)NCc2ccco2)c(OC)c1 | -4 | -1 | 0 | -27 | -8 | -1 | 0 | 10 | -6 | -14
CN(C)C(=O)Cn1c(SCC(=O)Nc2ccc3c(c2)OCO3)nc2ccccc21 | -4 | 0 | 0 | -4 | 4 | 6 | 3 | 5 | 18 | -5
CCc1c(C#N)c(N)nc(SCC(=O)OCc2ccccc2)c1C#N | 5 | -2 | -4 | 1 | -7 | -4 | 2 | -5 | 0 | 2
CC(C)c1ccccc1-n1cc[nH]c1=S | 8 | 10 | 0 | -1 | -5 | 1 | -2 | 3 | 1 | -2
CCC(C)NC(=O)C(Cc1ccccc1)NS(=O)(=O)c1ccc2c(c1)CCC(=O)N2 (stereo not drawn) | 1 | 15 | 0 | -1 | -8 | 0 | -3 | 11 | -10 | -3
O=C(NCCN1CCOCC1)c1ccc(NS(=O)(=O)c2ccccc2)cc1 | -6 | 0 | -1 | -1 | -4 | 6 | 7 | -7 | 2 | 0
O=C(CSc1ncnc2scc(-c3ccc(Cl)cc3)c12)Nc1ccccc1-c1ccccc1 | -3 | x | 0 | 1 | -1 | 0 | -3 | 4 | x | -3
COC(=O)c1ccc(NS(=O)(=O)c2cc(-c3cc(C)no3)ccc2OC)cc1 | -6 | -7 | 6 | 1 | -6 | -3 | -3 | -5 | -8 | 0
Cc1nccn1CCC(=O)Nc1ccc(Cl)cc1 | -1 | 3 | -1 | -3 | -5 | -9 | -5 | 2 | 14 | -2
O=C(Nc1ccc(NC(=O)C2CC2)nc1)c1ccncc1 | 4 | -4 | 2 | 5 | -3 | -2 | -2 | -4 | -4 | -3
CCCC(=O)Nc1ccccc1NC(C)=O | -1 | 5 | 2 | -7 | 0 | -6 | 0 | 10 | 7 | -8
CC(=O)c1ccc2c(c1)Nc1ccccc1S2 | 10 | -9 | -13 | 4 | -14 | -2 | -3 | 0 | 6 | 3
CCC(C(=O)Nc1cc(C(=O)Nc2cc(C)ccn2)ccc1Cl)c1ccccc1 (stereo not drawn) | -1 | 5 | 2 | 7 | 4 | -2 | -5 | -15 | -17 | 9
CS(=O)(=O)N1CCCCC1c1cc(C(=O)Nc2ccccc2)no1 (stereo not drawn) | -4 | -6 | 8 | 4 | 3 | 7 | -5 | -9 | 4 | 3
COc1ccc(CN2C(=O)CS/C2=N/N=C/c2ccccc2)cc1 | -13 | -2 | -2 | -8 | -6 | -5 | 2 | -7 | 4 | -4
N#C/C(=C\Nc1ccccn1)S(=O)(=O)c1ccc(Cl)cc1 | 3 | -2 | -12 | -22 | -19 | 4 | 6 | 9 | 5 | -7
c1ccc(-c2nnc3sc(Cc4cccs4)nn23)cc1 | 8 | -9 | 1 | -5 | -2 | -3 | 6 | 3 | -4 | 1
CCOC(=O)c1sc(NC(=O)CSC(=S)N2CCN(C)CC2)nc1C | -3 | 6 | -2 | 0 | -7 | 4 | -12 | -6 | 5 | -1
